# KB-V1 cytotox: kills drug-selected multidrug resistant KB-V1 cells. hit rate 3.4% among 400,000. KB-V1 MDR cells viability, CellTiter-Glo, 72 h. Potency, µM (titrated, usually from 46.1 µM), inactives show at the highest dose activity change, negative = cytotoxicity, hits mostly cytotoxic; also: potency is read from the fitted curve at half-maximal effect; % is scaled to controls: 0 for no effect and ±100 for the full control effect; nearly all actives have a fitted effect of over 60% in size
#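 Cytotoxicity toward P-gp-expressing KB-V1 cells was determined as loss of CellTiter-Glo luminescence after 72 h at 37 degrees C. Compounds were tested in quantitative HTS format across a concentration range, with curves fitted to normalized data.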
# IL-1B inflam inh: blocks inflammasome-driven IL-1 beta release | activity change, % at 57.5 µM | THP-1 LPS/ATP IL-1B secretion, AlphaLISA, 16 h; hits give low values | hit rate 4.7% among 360,000; in the data active = activity change below about -50%; inconclusive = mostly about -30% to -49%; also: % is scaled to controls: 0 for no effect and ±100 for the full control effect
#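 THP-1 cells pretreated 1 hr with compounds (up to 57.5 uM final), then stimulated with LPS (250 ng/mL final) plus ATP (1.25 mM final); secreted IL-1B measured by AlphaLISA after 16 hr, decreased signal indicating inhibition.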
# HT1080 IDH1KD tx: kills HT-1080 cells with IDH1 knockdown | Potency, µM (titrated, usually from 46.1 µM), for the others: at the top dose activity, negative = toxicity, usual class: cytotoxic | hit rate 2% among 360,000 | HT-1080 IDH1 knockdown viability, ATP luminescence, 48 h | AID 686971;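 also: potency is read from the fitted curve at half-maximal effect; 0% = DMSO wells and -100% = cell-free medium wells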
#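 Knockdown cells (IDH1KD HT-1080) received compounds 2 h after plating at 750 cells/well and were kept 48 h at 37 °C in 5% FBS RPMI. A CellTiter-Glo luminescence read gave % activity for curve fitting.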
# KB-3-1 tox: kills parental KB-3-1 adenocarcinoma cells; KB-3-1 viability, CellTiter-Glo ATP luminescence, 72 h; Potency, µM (doses to about 46.1 µM), inactives show at the top dose activity change, negative = cytotoxic, hits mostly cytotoxic; hit rate 1.4% among 400,000; also: potency is read from the fitted curve at half-maximal effect; % is scaled to controls: 0 for no effect and ±100 for the full control effect; nearly all actives have a fitted effect of over 60% in size
#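 Cells are dispensed, compounds pinned in, plates held at 37 °C for 72 h, then CellTiter-Glo is added and luminescence read after 10 minutes. Cell line: parental KB-3-1 in phenol-red-free DMEM, 10% FBS.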
# ATXN2 expr inh: reduces ATXN2 reporter expression in HEK-293 cells. HEK-293 ATXN2-luciferase reporter, luminescence, 24 h. Potency, µM (doses to about 57 µM), for inactives: at the top dose activity change, negative = inhibition, usual class: inhibitors. AID 1745845. hit rate 0.72% among 360,000; also: potency is read from the fitted curve at half-maximal effect; % is scaled to controls: 0 for no effect and ±100 for the full control effect; nearly all actives have a fitted effect of over 55% in size
#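 ATXN2-luciferase reporter cells (luciferase flanked by upstream and downstream ATXN2 gene portions) were treated 24 h at 37 °C with compounds at up to 57 uM. SteadyGlo luminescence gave expression; GF-AFC fluorescence gave viability.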
# WRN helicase inh: inhibitors of human WRN helicase. Q14191. WRN helicase unwinding, fluorescent forked duplex, kinetic. Potency, µM (titrated, usually from 114 µM), inactives show top-dose activity change, negative = inhibition, most hits filed as inhibitors. hit rate 0.46% among 360,000; also: potency is read from the fitted curve at half-maximal effect; % is scaled to controls: 0 for no effect and ±100 for the full control effect; nearly all actives have a fitted effect of over 55% in size
#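 Screening of the MLSMR collection measured strand separation of a quenched forked DNA duplex (100 nM) by 20 nM WRN with 2 mM ATP, all final. Compounds were preincubated with enzyme 15 min at room temperature.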
# SW480 rerep: inducers of DNA re-replication in SW480 colon cancer cells; SW480 DNA re-replication, Hoechst DNA content imaging, 48 h; Potency, µM (series often up to 46.1 µM), for the others: at the highest dose re-replication activation, actives largely listed as activators; hit rate 1.8% among 340,000; AID 624297; also: potency is read from the fitted curve at half-maximal effect; % of control where 0% means no effect; nearly all actives have a fitted effect of over 55% in size
#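 Compounds, transferred as 23 nL by pin tool, were incubated with cells for 48 hr; DNA content per nucleus was then quantified by Hoechst staining and fluorescence plate imaging.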
# MCF10A rerep: induces DNA re-replication in MCF 10a normal breast cells; MCF 10A DNA re-replication, Hoechst nuclear intensity, 48 h; Potency, µM (highest dose often 46.1 µM), for inactives: at the highest dose activity, positive = re-replication, most hits filed as activators; hit rate 2.9% among 350,000; also: potency is read from the fitted curve at half-maximal effect; % of control where 0% means no effect; nearly all actives have a fitted effect of over 50% in size
# HT1080-NT tox: kills 2HG-producing HT-1080-NT fibrosarcoma cells; HT-1080-NT fibrosarcoma viability, CellTiter-Glo ATP luminescence, 48 h; Potency, µM (top dose mostly 46.1 µM), without a hit: at the highest dose activity, negative = less viability, usual class: cytotoxic; hit rate 1.6% among 360,000; AID 686970;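 also: NT is the 2HG producing partner of a matched IDH1 knockdown line; potency is read from the fitted curve at half-maximal effect; 0% = DMSO-treated cells and -100% = media-only wells without cells; nearly all actives have a fitted effect of over 55% in size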
#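 Compounds were tested in concentration-response format on HT-1080-NT cells for 48 hours at 37 degrees C. Cell viability came from CellTiter-Glo luminescence; curves were classified by r2, response magnitude and activity.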
# Active calls of the source: *; i = inactive; ? = inconclusive; nt = not tested or not shown; & = joins results of further samples; [ ] = another dose, or the depositor's remark. Unless noted, calls follow the shape of the dose curve; as a rule, active = well fitted curve in the direction sought with a large enough effect; inconclusive = small, poorly fitted or top-dose-only effect, or another doubt; inactive = no such curve, though single readings can be large; an effect the other way counts as inactive or inconclusive.
# A first look:
molecule	KB-V1 cytotox	IL-1B inflam inh	HT1080 IDH1KD tx	KB-3-1 tox	ATXN2 expr inh	WRN helicase inh	SW480 rerep	MCF10A rerep	HT1080-NT tox
O=S(=O)(NC1CCCCC1NCc1ccco1)c1ccc(Cl)cc1 (stereo not given)	0%	-13	-15%	-4%	-11%	3%	6%	?	1%
Cc1cc(C)c(S(=O)(=O)N2CCCC(C(=O)NCCC3=CCCCC3)C2)c(C)c1 (stereo not given)	?	-6	-7%	0%	-16%	-12%	?	?	-1%[9.24 µM]

# Results, previewed entries included:
molecule	KB-V1 cytotox	IL-1B inflam inh	HT1080 IDH1KD tx	KB-3-1 tox	ATXN2 expr inh	WRN helicase inh	SW480 rerep	MCF10A rerep	HT1080-NT tox
O=S(=O)(NC1CCCCC1NCc1ccco1)c1ccc(Cl)cc1 (stereo not given)	0%	-13	-15%	-4%	-11%	3%	6%	?	1%
Cc1cc(C)c(S(=O)(=O)N2CCCC(C(=O)NCCC3=CCCCC3)C2)c(C)c1 (stereo not given)	?	-6	-7%	0%	-16%	-12%	?	?	-1%[9.24 µM]
CNC(=O)c1ccc(NC(=O)C2CCN(c3ncnc4sc(C)c(C)c34)CC2)cc1	nt	-16	7%	nt	10%	-13%	0%	12%	7%
O=c1c2cnn(-c3ccccc3)c2ncn1Cc1ccco1	-1%	7	-5%	-1%	2%	-7%	1%	1%	1%
O=C(c1ccc2c(c1)OCO2)N(c1ccccc1)C1C=CS(=O)(=O)C1 (stereo not given)	4%	10	10%	13%	-8%	7%	-2%	-4%	6%
S=c1[nH]nc(CCc2nc3ccccc3[nH]2)n1-c1cccc(Cl)c1	0%	-16	4%	2%	-11%	-17%	?	-44%[inhibitor]	5%
CN(C)CCN1C(=O)C(O)=C(C(=O)c2cc3ccccc3o2)C1c1ccc(N(C)C)cc1 (stereo not given)	0%	13	2%	5%	25%	-4%	2%	-7%	7%
NCCCCCc1nnc(SCC(=O)c2ccc(Cl)cc2)o1	10%	13	-12%	11%	-5%	-9%	1%	16%	-1%
Cc1ccc(C(C(=O)NC2CCCCC2)N(C(=O)c2csnn2)C2CC2)o1 (stereo not given)	-1%	34	11%	-1%	-4%	0%	3%	8%	7%
COc1ccc(-n2c(-c3ccco3)nc3c(cnn3-c3ccccc3C)c2=O)cc1	?	33	4%	-10%&0%	-14%&-2%	2%	-1%	11%	4%
CC(=O)C1=C(O)C(=O)N(c2ccc(C(=O)O)cc2)C1c1ccc([N+](=O)[O-])cc1 (stereo not given)	7%	60	1%	-3%	2%	-3%	-12%	?	-1%
Cc1ccc(C2(C)NC(=O)N(CC(=O)Nc3ccc4[nH]c(=O)[nH]c4c3)C2=O)cc1 (stereo not given)	13%	-13	-8%	3%	nt	-22%	?	12%	0%
C=CCn1c(C(CCCC)CC(O)COCCC)n[nH]c1=S (stereo not given)	?	-1	-2%	?	2%	3%	-14%	-4%	5%
Cc1cc(CN(C)C(=O)c2ccc3nc(Cc4ccccc4F)oc3c2)on1	?	-81*	-4%	-9%	51%[activator]	2%	5%	13%	-6%
O=C(COc1ccc(-c2nnco2)cc1)Nc1ccc(F)c(Cl)c1	-8%	-9	-2%	3%	-23%	7%	-7%	-12%	-23%
Cc1[nH]n(-c2ccc(C(=O)O)cc2)c(=O)c1CCO	-1%	-10	21%	-4%	-14%	4%	12%	1%	17%
Cc1oc(-c2ccccc2Cl)nc1CSCC(=O)NC1CCCC1	-8%	?	-6%	-7%	-2%	2%	-5%	19%	-1%
O=C(N/N=C/c1ccc(Br)o1)c1ccc2c(c1)OCCO2	?	-16	6%	-2%	28%	-20%[57.1 µM]	0%	3%	8%
CC(=O)Nc1ccc(S(=O)(=O)N2CCC(C(=O)NCCc3c[nH]c4ccccc34)CC2)cc1	0%	12	15%	14%	17%	0%	-13%	-1%	11%
CC(C)c1ccc(CCNC(=O)c2ccc([N+](=O)[O-])cc2)cc1	-6%	-29	-14%	-17%	-7%	-7%	1%	-3%	?
COc1cc(CNCCc2ccccc2)cc(Cl)c1OCc1ccccc1	18µM*	-104*	?	?	?	-13%	?	23µM*	13µM*
CC(OC(=O)c1ccco1)C(=O)NCc1cccs1 (stereo not given)	10%	41	-13%	-5%	3%	-1%	1%	-1%	3%
Cn1cc(C(=O)NCc2cccs2)c(=O)c2cc(S(=O)(=O)N3CCCC3)ccc21	21µM*	10	-8%	-13%	?	6%	-104%[inhibitor]	-39%[inhibitor]	-8%
Cc1cc(F)ccc1S(=O)(=O)N1CCCCC1CCNC(=O)C(=O)NCc1ccccn1 (stereo not given)	?	0	-10%	-8%	-8%	-7%	3%	14%	-13%
CCOc1ccc(C2CC(c3cccc(C)c3)n3nc(N)nc3N2)cc1 (stereo not given)	0%	10	0%	5%	5%	2%	-7%	2%	2%
O=C(c1cc(-c2ccccc2Cl)nc2ccccc12)N1CCN(c2ccccc2O)CC1	?	-70*	13%	0%	-10%	-3%	2%	?	1%
COc1ccc(C(=O)Nc2ccc(C(=O)Nc3cccc(C)c3)cc2)cc1	nt	42	-7%	nt	?	-2%	?	3%	-28%
Cn1c(CNc2ccc(F)cc2)nnc1SCC(=O)NNC(=O)Cc1ccccc1	?	7	19%	8%	-8%	-2%	1%	2%	7%
Cc1c(C=O)c2ccccn2c1C(=O)c1ccccc1Cl	-1%	-12	-7%	-4%	-10%	5%	-1%	-11%	-2%
COCCNC(=O)c1c[nH]c2ccc(S(=O)(=O)N3CCOCC3)cc2c1=O	?	-9	2%	0%	-14%	-4%[57.1 µM]	-19%	-3%	6%
CC(C)COP(=O)(OCC(C)C)C(O)c1ccccc1F (stereo not given)	8%	20	1%	0%	-1%	-3%	1%	0%	3%
COc1ccc2cc3cc(C(=O)NCC4CCCO4)oc3nc2c1 (stereo not given)	-9%	-56*	-1%	-3%	6%	-6%	-3%	-2%	1%
COc1cccc(/C=N/n2c(-c3cccs3)n[nH]c2=S)c1	26%	-8	3%	-4%	-18%	-15%	-3%	14%	2%
CC(C)(C)c1cc(C(=O)NNS(=O)(=O)c2ccccc2)n[nH]1	12%	?	-2%	?	nt	-1%	0%	1%	-5%
CN(C)CCNC(=O)c1ccc2c(c1)N(Cc1ccc(F)cc1)CCS2	3%	-7	-7%	-26%	-29%	-11%	7%	22%	-20%
Cc1ccc(-n2nnc3c(=O)n(Cc4cc(C)ccc4C)cnc32)cc1	0%	-5	-1%	-2%	?	-5%	-12%	-1%	22%
O=C(NNCC(O)COc1ccccc1)c1ccccc1 (stereo not given)	5%	-6	17%	-1%	-11%	-1%	1%	-1%	4%
COCCCN1C(=O)C(CC(=O)NCCN2CCOCC2)CC(C(=O)N2CCOCC2)=C1C (stereo not given)	2%	30	14%	2%	-4%	-2%	nt	nt	24%
C[C@H](O)[C@@H]1C(=O)N2CCc3c([nH]c4ccccc34)[C@@H]2C[C@@H]1N(C)S(=O)(=O)c1ccccc1	3%	-15	-6%	-9%	-3%	-2%	nt	nt	-3%
Cc1ccc(CNC2=NCCCCC2)n1C	9%	-19	4%	13%	-27%	3%	-6%	-1%	18%
CCOc1ccc(N2C(=O)CC(N(CCc3ccc(OC)c(OC)c3)C(=S)Nc3ccccc3)C2=O)cc1 (stereo not given)	?	45	-13%	?	?	-7%	?	23µM*	-19%
Cn1cc(C(=O)CCl)c2ccccc21	?	-100*	?	?	nt	-16%	10%	?	?
COCCn1c(SCc2cc(C(C)=O)ccc2OC)nc2cc(Cl)ccc2c1=O	?	-1	2%	13%	-3%	-32%[57.1 µM]	-13%	0%	4%
O=C(Nc1ccc(N2CCOCC2)cc1)C1CC(=O)N(c2ccc(Cl)cc2)C1 (stereo not given)	-13%	6	6%	2%	-30%	?	-2%	6%	-5%
CCOCCOc1nc2c(c(=O)n(C)c(=O)n2C)n1CCc1ccccc1	?	19	8%	-5%	-18%	9%	-12%	-14%	6%
O=C(CCN1CCOCC1)NNC(=O)Nc1cccc(C(F)(F)F)c1	-2%	i	5%	0%	1%	-8%	-4%	1%	4%
C=C(C)CN1CCN(c2ccc(N3C(=O)CCCC3=O)cc2[N+](=O)[O-])CC1	?	-18	9%	0%	nt	2%	3%	2%	2%
CCC(C)N(CC(=O)Nc1cccc(C)c1C)C(=O)CCl (stereo not given)	?	-110*	1µM*	?	3µM*	-8%	?	?	1.6µM*
CC(C(=O)NCc1cccs1)N1CCN(S(=O)(=O)c2ccc3c(c2)OCCCO3)CC1 (stereo not given)	-2%	12	-1%	-1%	1%	-4%	2%	7%	2%
COC(=O)c1c(C(=O)OC)c(-c2ccc(C)cc2)n2c1CS(=O)C2 (stereo not given)	5%	8	5%	4%	4%	4%	-5%	-9%	1%

# Remaining list, next part
molecule	KB-V1 cytotox	IL-1B inflam inh	HT1080 IDH1KD tx	KB-3-1 tox	ATXN2 expr inh	WRN helicase inh	SW480 rerep	MCF10A rerep	HT1080-NT tox
O=C(O)C1C2CCC(C2)C1C(=O)NCc1ccccn1 (stereo not given)	-3%	16	11%	2%	-2%	8%	-3%	-5%	10%
C=CCNC(=O)c1ccc(-c2nc(-c3ccccc3)cs2)cc1	0%	-6	-7%	1%	nt	8%	-7%	7%	0%
O=C(NCc1ccc2c(c1)OCO2)C1CCC(=O)N1C1CCCC1 (stereo not given)	-3%	-5	-3%	15%	-21%	-9%	-1%	0%	-7%
COC(=O)c1cc(OC)c(OC)cc1NC(=S)N1CCCC1	-11%	-2	0%	-4%	0%	3%	-6%	-6%	0%
CC1(C)Nc2ccccc2C(=O)N1c1ccccc1	29%	-12	2%	4%	14%	17%	-3%	-4%	6%

# From PubChem BioAssay
